Salmonella PhoP GFP – PhoP regulon inhibitors, Salmonella typhi PhoP promoter GFP reporter, confirmatory (AID 1850); Salmonella Typhi PhoP-promoter GFP reporter, fluorescence, 4 h; higher % means a stronger effect; 310,000 compounds, 0.33% hits; inhibition, % at 50 µM; hits with a dose series show IC50 in µM; in the data active = a potency from the dose series; inconclusive = inhibition mostly from about 25% at the one dose, without a potency; inactive = the rest, 99 in 100 with inhibition below about 19%;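 note: 0% = induced wells with vehicle and 100% = uninduced wells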
inhibitors of VEEV – inhibitors of VEEV TC-83 cytopathic effect, confirmation, Vero cells (AID 588727). Vero cells, VEEV TC-83 cytopathic effect inhibition; higher % means a stronger effect. inhibition, % at 20 µM, or IC50 in µM where a hit was titrated. 350,000 compounds, 0.13% hits; in the data active = a potency from the dose series; inconclusive = inhibition mostly from about 14% at the one dose, without a potency; inactive = the rest, 99 in 100 with inhibition below about 12%; note: strong numbers were not always called active
tuberculosis growth – growth inhibition of non-replicating M. tuberculosis (AID 488890); inhibition, % at 25 µM; hits with a dose series show IC50 in µM; Mycobacterium tuberculosis non-replicating, growth inhibition; higher % means a stronger effect; 320,000 compounds, 0.39% hits; in the data active = a potency from the dose series; inconclusive = inhibition mostly from about 82% at the one dose, without a potency; inactive = the rest, 99 in 100 with inhibition below about 76%;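 note: plate controls were DMSO cells for no effect and high antibiotic wells for full effect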
H37Rv inhibition – M. tuberculosis growth inhibition, HTS (AID 449762). M. tuberculosis H37Rv growth inhibition, 7H9 media; higher % means a stronger effect. inhibition, % at 25 µM, or IC50 in µM where a hit was titrated. 330,000 compounds, 0.59% hits; in the data active = a potency from the dose series; inconclusive = inhibition above about 70% without an active follow-up result;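 note: bacterial growth assessed after seven days of incubation; strong numbers were not always called active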
H1N1 NS1A inhibition – H1N1 influenza NS1A inhibitors, functional cell based assay (AID 504329) | NS1A functional cell-based assay, percent inhibition; higher % means a stronger effect | inhibition, % at 12.5 µM; hits with a dose series show IC50 in µM | 340,000 compounds, 0.3% hits; in the data active = a potency from the dose series; inconclusive = inhibition above about 27% without an active follow-up result; note: strong numbers were not always called active
inhibitors of VEEV 10K pilot screen – further read-out of inhibitors of VEEV, marked with its call; inhibition, %; measured here: 10K pilot screen inhibition
* marks the source's active call; other numbers are inactive results; i = inactive; ? = inconclusive; / = no result given.

SMILES | Salmonella PhoP GFP | inhibitors of VEEV | tuberculosis growth | H37Rv inhibition | H1N1 NS1A inhibition | others
COc1ccc(-n2cccc2/C=C2\C(=N)N3N=C(c4ccco4)SC3=NC2=O)cc1 | -6% | 2.8% | 42% | 3% | -5%
COc1cc(C2Nc3cccc4cccc(c34)N2)ccc1O | 5% | 7.9% | 8% | 7% | -2%
CCOP(=O)(OCC)c1ccc(OP(=O)(c2cccc([N+](=O)[O-])c2)c2cccc([N+](=O)[O-])c2)cc1 | 4% | 1.6% | -10% | -5% | -2%
CCOC(=O)c1c(/N=C/c2cccc([N+](=O)[O-])c2O)sc2c1CCC2 | 11% | 1.1% | -3% | 6% | 11%
COc1ccccc1N1CCN(C(=O)c2ccc(CS(=O)(=O)c3ccccc3OC)o2)CC1 | -1% | 0.4% | 1% | -2% | -20%
COc1ccccc1NC(=O)c1cc(Cl)nnc1Cl | -3% | 1.6% | 25% | 12% | 10%
N#CCCN(C(=O)c1cc2c(s1)-c1ccccc1S(=O)(=O)C2)c1ccccc1 | -7% | 9.5% | 8% | 5% | -1%
COc1ccc2c(=O)c(N3C(=O)c4ccccc4C3=O)coc2c1 | 2% | 1.7% | 21% | -18% | -5%
O=C(/C=C/c1ccc(F)cc1)NC(=S)Nc1ccccc1O | 5% | 2.6% | ? | ? | 20%
CCCCNC(=O)CN1C(=O)NC2(CCOc3ccccc32)C1=O (centres undefined) | -6% | 0.8% | 6% | -10% | 7%
Oc1[nH]c2c(Cl)cc(Cl)cc2c1N=NC(=S)NCC1CCCO1 (centres undefined) | -2% | ? | ? | 11% | 2%
Cc1cccc(CCNC(=O)C2CCC(CNc3c(N4CCCC4)c(=O)c3=O)CC2)c1 (centres undefined) | -20% | 0.4% | 8% | -6% | 2%
Cc1cnc(=O)[nH]c1SCC(=O)c1ccc(F)cc1 | -3% | 2.5% | 30% | 5% | -3%
CCC(C)N(C(=O)CCC(=O)Nc1cc(C)on1)C(C(=O)NC(C)(C)C)c1ccccc1Cl (centres undefined) | 1% | i | 7% | -4% | 8%
CC1CCN(Cc2nc(Cl)c3c4c(sc3n2)CCC4)CC1 | 4% | 2.4% | 71% | 5% | -9%
Cc1cc(C)c(S(=O)(=O)c2ccccc2F)c(=O)[nH]1 | -2% | i | 2% | 1% | -4%
COc1cc(C(=O)NCC(=O)N/N=C/c2ccco2)cc(OC)c1OC | 2% | 5.5% | -12% | 3% | -6%
COc1cccc(CN2CCN(Cc3[nH]c4ccccc4c3C)CC2CCO)c1 (centres undefined) | -5% | i | 12% | 13% | -4% | inhibitors of VEEV 10K pilot screen=0.5
NC(=O)COC(=O)CC12CC3CC(CC(Br)(C3)C1)C2 | 4% | 0.5% | -3% | 3% | -10%
CC1CCN(C(=O)COC(=O)CCC(=O)c2ccc(Cl)cc2)CC1 | / | 2.2% | 65% | -4% | -8%
Cc1c(NS(=O)(=O)c2ccc(N=NN(C)C)cc2)c(=O)n(-c2ccccc2)n1C | -7% | 0.8% | / | 2% | -8%
O=C(O)C1CC=CCC1C(=O)Nc1ccc2c(c1)CCC2 (centres undefined) | -5% | 4.3% | -2% | 0% | -7%
CCNC(=O)COC(=O)c1cc(C)nc2ccccc12 | 0% | 0.3% | -2% | -5% | 3%
CC(=O)Cn1nnc(-c2ccc(C(F)(F)F)cc2)n1 | -1% | 0.2% | 33% | 8% | -18%
Cc1ccc(C)c(S(=O)(=O)NCc2ccc(C(=O)N3CCCCC3C)cc2)c1 (centres undefined) | -8% | i | -2% | -4% | 1%

Fetched by compound from the entries so far (2):
SMILES | Salmonella PhoP GFP | inhibitors of VEEV | tuberculosis growth | H37Rv inhibition | H1N1 NS1A inhibition | others
CCNC(=O)COC(=O)c1cc(C)nc2ccccc12 | 0% | 0.3% | -2% | -5% | 3%
NC(=O)COC(=O)CC12CC3CC(CC(Br)(C3)C1)C2 | 4% | 0.5% | -3% | 3% | -10%

Other entries follow.
SMILES | Salmonella PhoP GFP | inhibitors of VEEV | tuberculosis growth | H37Rv inhibition | H1N1 NS1A inhibition | others
Cc1oc(-c2ccc(F)cc2)cc1-c1nn2c(-c3ccoc3C)nnc2s1 | -4% | 6.8% | 26% | 4% | 14%
COc1ccc(S(=O)(=O)/N=C2/C=CC(=O)C(C)=C2C)cc1 | 0% | i | 25% | 1% | 0%
CCN(C(=O)CN(C)Cc1c(F)cccc1Cl)c1c(N)n(Cc2ccccc2)c(=O)[nH]c1=O | -8% | 0.3% | -5% | -1% | 4%
Cc1ccc(C)c(OCC(=O)OCC(=O)Nc2c(C)nn(-c3ccccc3)c2C)c1 | 3% | 1.5% | 7% | 5% | -2%
CN(C)Cc1c(C(=O)N/N=C/c2ccncc2)nnn1-c1nonc1N | -17% | 0.3% | -9% | 1% | 6%
CC(=O)N/C(=C/c1ccc2c(c1)OCO2)C(=O)NC(Cc1ccccc1)C(=O)O (centres undefined) | 14% | 0.5% | 4% | 1% | 2%
Cc1nn(-c2ccccc2)c(Cl)c1C(=O)OCC(=O)N(C)c1c(N)n(Cc2ccccc2)c(=O)[nH]c1=O | 8% | 3.4% | 33% | 1% | -1%
Cc1ccc(-c2ccc(S(=O)(=O)N3CCCC3)cc2)cc1 | -1% | 1.7% | 3% | 3% | -10%
COc1ccc2sc(-c3ccc(N(C)C)cc3)c(C#CC(C)(C)O)c2c1 | / | 1.4% | 28% | -1% | 9%
CCCCN(C(=O)c1sc2nc3n(c(=O)c2c1C)CCC3)c1c(N)n(CC(C)C)c(=O)[nH]c1=O | / | 1.8% | / | / | -13%
CC(C)(C)C(=O)Nc1nnc(SCC(=O)NC2CC2)s1 | 10% | 2.3% | -7% | 1% | -4%
CCCCc1c(O)nc(SCC(=O)N2CCOCC2)n(-c2ccccc2C)c1=O | -11% | 0.0% | 3% | -1% | 7%
Cc1cc(C(C)(C)C)c(O)c(C)c1CC1=NCCN1 | -4% | 1.6% | 16% | 0% | -4%
CCN1C(=O)C2(/C(=C(\O)c3ccc4c(c3)OCCO4)C(=O)C(=O)N2CCCOC)c2ccccc21 (centres undefined) | 3% | i | -2% | -4% | -6%
Cc1nc(SCC(=O)OCc2ccccc2)c(C#N)c(-c2ccccc2)c1C(=O)Nc1ccccc1 | 8% | 4.9% | 73% | 49% | -11%
CCCCSc1cc(C)nc(N)n1 | -18% | 1.6% | 11% | 68% | -10%
CCC(NC(=O)c1cc(COc2ccc(Cl)cc2OC)on1)c1ccncc1 (centres undefined) | -2% | 5.9% | 11% | -3% | -8%
CCCn1c(=N)n(CC(=O)c2cccs2)c2ccccc21 | 2% | i | 0% | 5% | 5%
COc1ccc(CN2CC(C(=O)NCCCN3CCN(C)CC3)CC2=O)cc1 (centres undefined) | -18% | i | 2% | 3% | 3%
COC(=O)C1=C(c2cc3ccccc3o2)C[C@@H]2CC[C@H]1N2C(=O)NC1CCCCC1 | -10% | i | 16% | 8% | -1%
CCOC(=O)c1cc2c(=O)n3ccccc3nc2n(CCCOC)c1=NC(=O)C(C)(C)C | 4% | 7.5% | -1% | 3% | 10%
CCOC(=O)C1=C(O)/C(=C/c2cccc(OC)c2O)N=C1C | 9% | 2.5% | -10% | 9% | 9%
CCOCCn1cnc2sc(C(=O)NCCCN3CCOCC3)c(C)c2c1=O | -6% | 0.9% | -13% | 4% | 10%
CN1CCN(C(=O)CCN2C(=O)c3ccccc3S2(=O)=O)CC1 | -4% | i | -9% | -5% | -3%
CC(C)CN(Cc1cc(=O)oc2cc(-c3ccccc3)c(O)cc12)CC(C)C | 8% | i | 11% | 11% | -13%

Carrying on.
SMILES | Salmonella PhoP GFP | inhibitors of VEEV | tuberculosis growth | H37Rv inhibition | H1N1 NS1A inhibition | others
CCOc1ccc(C(=O)NCCCN2CCOCC2)cc1OCC | -6% | 0.9% | -11% | -3% | 6%
O=C(Nc1ccc(C2CCCCC2)cc1)C1CCCN(c2ncccn2)C1 (centres undefined) | -16% | 0.3% | -11% | -9% | 2%
O=C(Nc1ccc2oc(-c3ccccc3Cl)nc2c1)c1ncn[nH]1 | 20% | 3.1% | 39% | ? | 1%
Cc1cc(NC(=O)Nc2ccc(F)cc2)no1 | -17% | 0.8% | -10% | -10% | -9%
CCC1(c2ccc(N)cc2)CCC(=O)NC1=O (centres undefined) | 4% | i | 0% | -2% | 0%
O=C(NNC(=O)c1ccccc1O)c1ccc(S(=O)(=O)Nc2ccccc2F)cc1 | 1% | 1.9% | -27% | -6% | -2%
Cc1nc(-c2ccc(S(=O)(=O)NCC3CCN(C(=O)OC(C)(C)C)CC3)s2)cs1 | 6% | 2.6% | 30% | 18% | 0%
CCOC(=O)CSc1nc(C)c(C(C)=O)cc1C(N)=O | 4% | i | -11% | -5% | -3%
CCOC(=O)N1CCN(C(=O)Cn2cc3c(n2)CCCC3)CC1 | 9% | 3.6% | -9% | 8% | -6%
CC1C(c2ccc3c(c2)OCO3)c2cc3c(cc2OC1N1CCOCC1)OCO3 (centres undefined) | / | 0.4% | / | / | 17%
COC(=O)c1cc(C)sc1NC(=O)CCCC(=O)O | 0% | 6.6% | -10% | 1% | 6%
O=C(Cc1c(O)c2ccccc2oc1=O)c1ccc(F)cc1 | / | 2.4% | 0% | 2% | -5%
CCCCN1CN(Cc2ccco2)CNC1=S | -7% | 1.0% | -2% | -4% | 18%
COC(C(=O)NC(C(C)C)C(C)C)c1ccccc1 (centres undefined) | -6% | i | 26% | 4% | -3%
CC(C(=O)Nc1c2c(cc3c1CCC3)CCC2)N1CCCC1 (centres undefined) | 0% | i | -11% | 11% | -2% | inhibitors of VEEV 10K pilot screen=0.1
COc1ccc(NC(=O)c2cnc(C)cn2)cc1-n1cnnn1 | 1% | 0.1% | -15% | 0% | 11%
CCC12CN3CC(CC)(CN(C1)C31C(=O)N(C)c3ccc(C)cc31)C2=O (centres undefined) | -7% | 0.2% | 1% | -5% | 10%
CCOc1ccc(NC(=O)CSc2nc3[nH]ncc3c(=O)n2-c2ccccc2OC)cc1 | 4% | 6.6% | 14% | -2% | 19%
CC(=O)N1CCN(CC(=O)Nc2sccc2C#N)CC1 | 9% | 0.2% | -12% | -2% | 0%
COC(=O)c1ccc(Sc2ccc(Cl)cc2)c(N)c1 | -4% | i | 0% | -2% | 22%
O=C(COC(=O)/C=C/c1ccccc1)Nc1ccccc1Br | -5% | 0.4% | 2% | -5% | -2%
CCOc1c(OC)cc(C2C(C#N)=C(N)Oc3n[nH]c(-c4ccncc4)c32)cc1OC (centres undefined) | -13% | 3.6% | 14% | 0% | -18%
COc1ccc(S(=O)(=O)N2CCC(C(=O)N3CCCCC3)CC2)cc1 | -1% | i | / | 1% | 2%
CCc1ccc(NC(=O)C2CCN(S(=O)(=O)c3c(C)noc3/C=C/N(C)C)CC2)cc1 | -9% | 3.0% | 28% | 2% | 5%
COc1ccc(CCNC(=O)C2CCCN(S(C)(=O)=O)C2)cc1OC (centres undefined) | -1% | i | -19% | 3% | 1%

At a glance, part of the list above:
SMILES | Salmonella PhoP GFP | inhibitors of VEEV | tuberculosis growth | H37Rv inhibition | H1N1 NS1A inhibition | others
CCNC(=O)COC(=O)c1cc(C)nc2ccccc12 | 0% | 0.3% | -2% | -5% | 3%
CC(=O)Cn1nnc(-c2ccc(C(F)(F)F)cc2)n1 | -1% | 0.2% | 33% | 8% | -18%
Cc1ccc(C)c(S(=O)(=O)NCc2ccc(C(=O)N3CCCCC3C)cc2)c1 (centres undefined) | -8% | i | -2% | -4% | 1%

Continuation:
SMILES | Salmonella PhoP GFP | inhibitors of VEEV | tuberculosis growth | H37Rv inhibition | H1N1 NS1A inhibition | others
O=C(NCc1ccccc1)Nc1cccn(Cc2ccc(F)cc2)c1=O | -7% | 1.1% | -3% | -3% | -2%
COc1ccc(C(CC(=O)NCc2ccccc2)Sc2n[nH]c(-c3ccccc3)n2)cc1 (centres undefined) | -4% | 2.8% | 0% | 1% | -14%
COc1cccc(OCc2nnc(SCC(=O)NCc3ccco3)n2CCc2ccccc2)c1 | 7% | i | 46% | -4% | 5%
COc1ccc(/C=N/n2cnn(Cc3ccccc3Cl)c2=S)cc1 | 6% | 1.4% | 13% | -3% | 1%
CCNC(=S)N1CCC(C(=O)c2ccc3c(c2)OCCO3)CC1 | 6% | 1.7% | 2% | 3% | -6%
O=C(O)c1ccc(F)c(S(=O)(=O)Nc2ccccc2)c1 | 3% | 0.8% | -6% | 3% | -1%

Grouped by structure: those above containing bromine
SMILES | Salmonella PhoP GFP | inhibitors of VEEV | tuberculosis growth | H37Rv inhibition | H1N1 NS1A inhibition | others
NC(=O)COC(=O)CC12CC3CC(CC(Br)(C3)C1)C2 | 4% | 0.5% | -3% | 3% | -10%
O=C(COC(=O)/C=C/c1ccccc1)Nc1ccccc1Br | -5% | 0.4% | 2% | -5% | -2%
